# PAFAH2 inh: PAFAH2 enzyme inhibitors, primary screen, biochemical, fluorescence polarization, human | Platelet-activating factor acetylhydrolase 2, cytoplasmic (Homo sapiens), Q99487 | recombinant PAFAH2, FP-rhodamine activity probe | inhibition, % at 3.39 µM | 0.99% of 340,000 active;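 active means inhibition above the mean over all tested compounds plus 3 SD, cut at about 30% in these data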;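 further: inhibitors block probe labeling of enzyme so polarization drops; 0% = enzyme with DMSO and 100% = wells lacking PAFAH2 protein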
# LYPLA2 counter: LYPLA2 inhibitors, primary screen, counter-screen for PME1 inhibitor project, biochemical, fluorescence polarization, FP-Rh probe ABPP; inhibition, % at 5.9 µM; AID 2177, 2009; recombinant LYPLA2; 0.38% of 320,000 active; Acyl-protein thioesterase 2 (Homo sapiens), O95372;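 active means inhibition above the screen-wide mean plus 3 SD, limit set per campaign, cut at about 26% in these data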;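 further: 0% = LYPLA2 with DMSO and 100% = wells lacking LYPLA2 enzyme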
# LYPLA1 counter: LYPLA1 inhibitors, primary screen, counter-screen for PME1 inhibitor project, biochemical, fluorescence polarization, FP-Rh probe ABPP; Acyl-protein thioesterase 1 (Homo sapiens), O75608; 0.16% of 320,000 active; recombinant LYPLA1; inhibition, % at 5.9 µM;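 active means inhibition above the mean of all tested compounds plus 3 SD, set per campaign, cut at about 14% in these data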;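 further: inhibitors block serine hydrolase probe labeling of LYPLA1 so polarization falls; 0% = enzyme with DMSO and 100% = wells lacking LYPLA1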
# PME-1 primary: PME-1 inhibitors via competitive probe labeling, primary screen, biochemical, fluorescence polarization, FP-Rh probe, HTS; Protein phosphatase methylesterase 1 (Homo sapiens), Q9Y570; recombinant PME-1; inhibition, % at 5.9 µM; 0.53% of 320,000 active; AID 2130, 2009;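 active means inhibition above the campaign mean of all compounds plus 3 SD, cut at about 26% in these data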;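 further: competitive labeling of PME-1 active site by serine hydrolase directed probe; 0% = PME-1 with DMSO and 100% = wells lacking PME-1 enzyme; inhibitors block probe labeling so polarization falls and inhibition rises; many of its hits are not listed in these tables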
# PAD4 inh: human PAD4 inhibitors, primary screen, biochemical, fluorescence polarization, 1536-well format | recombinant PAD4, RCA probe fluorescence polarization | 0.41% of 330,000 active | inhibition, % at 6.36 µM;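 active means percent inhibition above a cutoff equal to the mean of all tested compounds plus 3 SD, cut at about 15% in these data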;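 further: 0% = PAD4 with RCA probe and DMSO and 100% = probe without PAD4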
# GSTO1 inh: inhibitors of recombinant GSTO1, primary screen, counter-screen for RBBP9 inhibitor project, biochemical, fluorescence polarization; AID 1974, 2009; activity-based probe fluorescence polarization; inhibition, % at 5.96 µM; 1.1% of 300,000 active;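 active means inhibition above the campaign mean inhibition plus 3 SD, cut at about 35% in these data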;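 further: 0% = GSTO1-1 with DMSO and 100% = wells lacking GSTO1-1 enzyme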
# Target sequence (P78417 whole entry, looked up): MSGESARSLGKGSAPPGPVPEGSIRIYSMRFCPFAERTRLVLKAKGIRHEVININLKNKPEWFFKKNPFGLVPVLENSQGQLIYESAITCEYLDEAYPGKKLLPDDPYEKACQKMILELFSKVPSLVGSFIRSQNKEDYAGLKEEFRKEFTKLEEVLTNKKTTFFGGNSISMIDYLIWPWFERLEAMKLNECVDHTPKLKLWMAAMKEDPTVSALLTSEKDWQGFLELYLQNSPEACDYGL
# PAFAH1B2 inh: PAFAH1B2 enzyme inhibitors, primary screen, biochemical, fluorescence polarization, human; Platelet-activating factor acetylhydrolase IB subunit alpha2 (Homo sapiens), P68402; recombinant PAFAH1B2, FP-rhodamine activity probe; inhibition, % at 3.39 µM; 1.2% of 340,000 active; AID 492953, 2010;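 active means inhibition above the mean of all tested compounds plus 3 SD, cut at about 24% in these data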;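 further: 0% = enzyme with DMSO and 100% = wells lacking PAFAH1B2; many of its hits are not listed in these tables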
# Target sequence (P68402 whole entry, looked up): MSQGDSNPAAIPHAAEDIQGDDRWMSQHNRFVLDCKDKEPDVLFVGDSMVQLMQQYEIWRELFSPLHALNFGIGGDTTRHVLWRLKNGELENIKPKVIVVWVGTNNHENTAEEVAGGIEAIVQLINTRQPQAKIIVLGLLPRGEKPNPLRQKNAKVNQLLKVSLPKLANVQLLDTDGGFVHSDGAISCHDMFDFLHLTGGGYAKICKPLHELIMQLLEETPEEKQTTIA
# PAFAH1B3 FP inh: PAFAH1B3 enzyme inhibitors, primary screen, biochemical, fluorescence polarization, human; AID 492972, 2010; recombinant PAFAH1B3, FP-rhodamine probe; inhibition, % at 3.39 µM; Platelet-activating factor acetylhydrolase IB subunit alpha1 (Homo sapiens), Q15102; 0.28% of 340,000 active;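 active means inhibition above the screen-wide average of all tested compounds plus 3 SD, cut at about 25% in these data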;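 further: 0% = enzyme with DMSO only and 100% = wells lacking PAFAH1B3 protein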
# pPAFAH inh: pPAFAH enzyme inhibitors, primary screen, biochemical, fluorescence polarization, human | recombinant pPAFAH, FP-rhodamine probe fluorescence polarization | 1.5% of 330,000 active | AID 463082, 2010 | inhibition, % at 3.39 µM;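 active means inhibition above the mean inhibition across the screen plus 3 SD, cut at about 25% in these data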;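 further: inhibitors block binding of the rhodamine activity-based probe so polarization drops; 0% = enzyme with DMSO and 100% = wells lacking pPAFAH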
# Target sequence (Q13093 whole entry, looked up): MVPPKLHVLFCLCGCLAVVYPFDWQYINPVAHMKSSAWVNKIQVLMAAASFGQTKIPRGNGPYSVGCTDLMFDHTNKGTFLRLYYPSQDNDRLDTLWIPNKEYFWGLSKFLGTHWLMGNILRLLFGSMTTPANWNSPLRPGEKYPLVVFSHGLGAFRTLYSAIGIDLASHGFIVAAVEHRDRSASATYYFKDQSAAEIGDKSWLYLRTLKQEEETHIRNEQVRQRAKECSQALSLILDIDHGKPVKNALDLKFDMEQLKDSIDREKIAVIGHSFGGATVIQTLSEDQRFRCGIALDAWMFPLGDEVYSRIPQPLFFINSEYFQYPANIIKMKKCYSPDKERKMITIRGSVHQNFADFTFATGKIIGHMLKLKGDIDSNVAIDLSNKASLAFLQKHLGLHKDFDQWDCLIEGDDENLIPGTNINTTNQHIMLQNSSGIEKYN
# Starred values were filed as active, the others as inactive; . = not tested or not shown. Not all compounds are listed, so the mix of outcomes need not match the whole.
SMILES,PAFAH2 inh,LYPLA2 counter,LYPLA1 counter,PME-1 primary,PAD4 inh,GSTO1 inh,PAFAH1B2 inh,PAFAH1B3 FP inh,pPAFAH inh
O=C(/C=C/c1c(Cl)nc2ccccn12)N1CCN(c2ccccc2F)CC1,-6,11,2,2,7,1,7,6,2
CCNC(=O)CSc1nnc(-c2cccc(S(=O)(=O)N(CC)CC)c2)n1CCc1ccccc1,1,0,1,-4,-4,-3,5,6,-4
Cc1ccsc1/C=N/Nc1ccc(Cl)nn1,1,6,0,0,-2,-1,-2,0,9
COc1ccccc1NC(=O)c1ccc(NC(=O)CN2CCCC2)cc1,1,6,-1,-1,1,-6,4,0,1
Cc1nccn1CCOc1ccc(Cl)cc1,-6,-4,0,-7,-4,-5,4,6,6
COc1ccc(N2CCN(C3CCCN(C(=O)c4ccoc4)C3)CC2)cc1 (stereo not given),-1,1,0,1,-4,6,-9,8,-1
Cc1ccc(C)c(S(=O)(=O)NCc2ccc(C(=O)NCc3ccccn3)cc2)c1,4,0,0,5,-4,5,-1,-3,-2
CCCCCN(C(=O)NC(=O)Nc1ccc(C)cc1)S(=O)(=O)c1ccccc1,-9,-3,-2,-55,-2,-3,-3,8,6
Cc1ccsc1C(=O)N1CCCC(CCC(=O)N2CCN(c3ccccn3)CC2)C1 (stereo not given),3,6,3,11,0,7,1,3,7
CCc1noc(C)c1C(=O)Nc1nc(-c2ccccc2)c(C(C)=O)s1,7,-1,-1,2,-3,.,6,14,2
O=C(NN1C(=O)C2C3C=CC(C3)C2C1=O)C(O)c1ccccc1 (stereo not given),3,1,6,1,-6,14,-1,-1,1
Cc1cc(C)c(COc2ccc(/C=N/n3c(C)n[nH]c3=S)cc2)c(C)c1,0,3,-4,1,2,-3,-1,-3,7
CCOC(=O)C1CCN(CCCSc2ccc(Cl)cc2)CC1,7,9,1,0,-2,1,21,1,4
O=C(O)c1ccccc1C(=O)N1N=C(c2ccccc2)CC1c1ccccc1O (stereo not given),4,1,2,-2,-4,0,0,5,8
Nc1ccc(Oc2ncccn2)cc1,2,10,1,8,8,65*,6,13,15
Cc1occc1C(=O)Nc1nnc(-c2ccncc2)s1,0,5,-2,3,3,-6,6,1,-6
CCC(C)(C)C1CCc2[nH]nc(C(=O)NCCNC(=O)OC(C)(C)C)c2C1 (stereo not given),4,3,-2,5,0,9,28*,2,5
COc1ccc(/C=N/NC(=O)c2cccnc2)cc1COc1ccc([N+](=O)[O-])cc1,-15,-32,-22,-47,-1,-11,-3,-3,6
Cc1ccc2oc(/N=C(\N)NC(=O)C3CC3)nc2c1,-5,7,-2,-3,-2,2,2,3,-2
COCCn1cc(C(=O)NCc2ccco2)c2c3ccccc3n(C)c2c1=O,3,-2,-4,3,0,3,4,1,2
COc1cc(CCC(=O)OCC(=O)Nc2c(Cl)cccc2Cl)cc(OC)c1OC,-5,-4,-1,-7,-6,3,4,8,-2
COc1ccc(CCNc2ccc(S(=O)(=O)N3CCN(C)CC3)cc2[N+](=O)[O-])cc1,4,1,4,-1,-6,0,15,8,-6
COc1ccc(S(=O)(=O)NCCc2ccccn2)cc1,2,.,.,.,-3,.,2,10,1
O=C(CC(=O)NC1CCCCC1)N/N=C/c1ccccc1F,.,-4,-2,9,1,6,.,.,3
C=CCNc1oc(-c2cccc(Cl)c2)nc1C#N,2,.,.,.,-5,.,3,18,4
SMILES,PAFAH2 inh,LYPLA2 counter,LYPLA1 counter,PME-1 primary,PAD4 inh,GSTO1 inh,PAFAH1B2 inh,PAFAH1B3 FP inh,pPAFAH inh
CC(Sc1cccc[n+]1[O-])C(=O)Nc1ccc([N+](=O)[O-])cc1Cl (stereo not given),1,-4,-5,-5,-2,6,1,2,2
O=C(Cn1ccc2ccccc2c1=O)N1CCN(Cc2ccc3c(c2)OCO3)CC1,-2,4,-1,-3,0,4,-2,5,-1
Cc1cc(C)cc(C(=O)OCC(=O)NCCNC(=O)COC(=O)c2cc(C)cc(C)c2)c1,3,6,5,-1,2,2,2,-2,-1
Cc1ccc(CC(=O)O/N=C(\N)Cc2ccc([N+](=O)[O-])cc2)cc1,9,2,-1,3,2,-6,13,-1,7
COc1ccccc1C1=NC(c2ccccc2)CN1c1ccccc1 (stereo not given),10,1,2,3,-1,-3,1,3,6
Cc1ccc(-c2cc(C(=O)NCC(c3ccccc3)N(C)C)c3ccccc3n2)o1 (stereo not given),-9,.,.,.,-3,.,3,-3,-5
NNC(=O)COc1ccccc1[N+](=O)[O-],-5,-5,-2,1,4,5,3,7,2
Cc1nc2ccccc2c(=O)n1CCN1CCOCC1,-2,-1,-1,-1,-2,3,1,4,3
O=C(c1ccccc1Cl)N1CCc2ccccc2C1,2,-4,-5,0,-10,-1,4,-3,-4
CC1CN(C(=O)CCC(=O)NCCCN2CCN(Cc3ccccc3)CC2)c2cc(Cl)ccc2O1 (stereo not given),-1,6,-1,14,-5,2,2,4,1
COc1ccccc1CN(Cc1nc2ccccc2c(=O)[nH]1)C(=O)Nc1ccc(C)cc1,-6,-6,-4,1,12,0,1,-4,4
COC(=O)c1ccc(Cn2cnc3c(sc4nc(N5CCOCC5)c5c(c43)CCCC5)c2=O)o1,-13,-5,-7,-9,0,-3,-2,-4,-4
COc1ccc(C2CC(c3ccccc3)Nc3nc(NC(=O)c4ccco4)nn32)cc1 (stereo not given),-2,2,-4,4,-4,2,-4,5,3
CC1(C)OC2OC(C(=O)N/N=C/c3cc(Br)ccc3O)C3OC(C)(C)OC3C2O1 (stereo not given),0,3,-2,-1,0,-1,4,10,1
CC(C)(C)OC(=O)N1CC=C2C(C#N)=C(N)C(C#N)(C#N)C(c3cccs3)C2C1 (stereo not given),14,-4,1,9,0,2,6,6,4
CC1CCCCN1C(=S)NCc1ccccc1 (stereo not given),3,-1,-1,-3,-2,7,4,2,1
CC(C)(C)C(=O)Nc1cccc(-c2nnc(-c3cccc(NC(=O)C(C)(C)C)c3)o2)c1,-7,-2,-9,0,2,-3,-1,-2,1
C[C@H](CO)N1C[C@H](C)[C@@H](CN(C)S(=O)(=O)c2ccccc2)Oc2c(NC(=O)Nc3ccc4c(c3)OCO4)cccc2C1=O,-2,.,.,.,2,.,2,12,0
CCCCCCn1nc(C(=O)Nc2nc3c(s2)CCCC3)c2ccccc2c1=O,-1,-2,-1,-4,2,3,-7,-2,0
COc1ccc2c(c1)CCc1c(C(=O)Nc3ccn(Cc4ccc(C)cc4)n3)noc1-2,-16,4,-5,-1,4,2,2,-1,0
O=C(NC(=S)N1CCN(c2ccc([N+](=O)[O-])cc2)CC1)c1ccccc1F,-1,3,2,-3,4,8,6,-1,3
Cc1ccc(NC(=S)NCc2ccc(Cl)cc2)c(OC(F)F)c1,-5,2,0,5,-3,-15,6,-3,8
Cc1cccc(C)c1NC(=O)C1(NC(=O)C2CCC(=O)N2)CCCCC1 (stereo not given),10,-5,0,1,2,-1,6,0,4
CC[N+](C)(C)CCN(Cc1ccc(Cl)cc1)c1ccccn1,-1,-1,2,-6,0,13,7,3,-2
Cc1ccc(-n2c(SCC(=O)NCC3CCCO3)nc3c(c2=O)SCC3)cc1 (stereo not given),-2,3,5,2,2,3,-1,3,-5
SMILES,PAFAH2 inh,LYPLA2 counter,LYPLA1 counter,PME-1 primary,PAD4 inh,GSTO1 inh,PAFAH1B2 inh,PAFAH1B3 FP inh,pPAFAH inh
COc1ccc(S(=O)(=O)N2CCCC(C(=O)NCc3ccc4c(c3)OCO4)C2)cc1 (stereo not given),5,3,0,1,1,9,9,0,0
O=C(NCc1ccc(Cl)cc1)c1ccc(S(=O)(=O)N2CCCCC2)cc1,-3,-6,-3,-2,3,.,3,-6,-1
Cc1cccn2c(=O)c(C=O)c(N3CCN(c4ccc(F)cc4)CC3)nc12,1,7,-2,-4,1,2,-1,5,-3
CC(=O)NN1C(=O)/C(=C\c2ccc(Cl)cc2)SC1=S,4,-4,-1,-1,-14,16,16,13,-4
CC1(C)CC(CC(=O)Nc2nccs2)(c2ccccc2)CCO1 (stereo not given),-3,1,-2,4,0,3,9,7,0
Cc1cccc(Nc2nccc(N(C)C)c2C#N)c1,.,7,0,4,1,0,.,.,5
Cc1c(-c2ccc(F)cc2)nc(N)c(C#N)c1-c1cccs1,-5,6,-4,-1,2,8,2,1,8
C=CCOC(=O)COc1ccc2c(C)c(C)c(=O)oc2c1C,0,6,-2,4,-3,-5,7,8,0
CCCCNC(=O)CSc1nc2ccccc2c(=O)n1C1CCCC1,4,-10,-3,-2,3,-1,3,2,12
O=C(Cc1ccccc1)OCC(=O)c1cccc([N+](=O)[O-])c1,7,.,.,.,-1,.,6,8,6
COc1ccc(Cl)cc1NC(=O)CN(C)C(=O)c1cc2ccccc2cc1O,-8,-5,-4,4,1,2,4,8,6
COc1ccc(C(=O)Cc2cc(OC)c(OC)cc2[N+](=O)[O-])cc1,1,21,5,1,-3,5,1,9,2
CC(C)Cn1c(N)c(C(=O)CSc2nnc(-c3ccco3)n2C)c(=O)n(C)c1=O,7,3,0,-5,-4,.,6,5,1
Cc1cc(OC(C)C)c2c(-c3ccccc3)cc(=O)oc2c1,-1,0,-3,4,0,-7,6,-2,1
Cn1nnnc1SCC(=O)Nc1ccccc1Cc1ccccc1,1,-2,2,-5,-5,4,4,4,1
O=C(O)c1ccc(NC2OC[C@@H](O)[C@H](O)[C@H]2O)cc1 (stereo not given in full),4,-1,0,3,-2,-4,1,6,5
O=C(C[C@@H]1C/C=C\C[C@H](NC(=O)OCC2c3ccccc3-c3ccccc32)C(=O)OC[C@@H]2CCCN2C1=O)N[C@H](CO)Cc1ccccc1,-1,.,.,.,1,.,2,1,0
CS(=O)(=O)c1ccccc1C(=O)Nc1ccc2sccc2c1,-1,0,-1,0,-4,0,-4,7,2
O=C(CCNS(=O)(=O)c1ccc2[nH]c(=O)oc2c1)NCc1ccc(F)cc1,5,0,-1,3,-4,7,2,5,3
COCCNC(=O)C(c1cccnc1)N(Cc1ccc(C)cc1)C(=O)Cn1nnc2ccccc21 (stereo not given),5,-4,-3,-4,2,10,2,3,4
CCOC(=O)c1c(/N=C/c2cccc([N+](=O)[O-])c2O)sc2c1CCC2,11,3,-1,1,3,3,8,5,17
CCCCNC(=S)N1CCN(c2nc3ccccc3s2)CC1,1,3,1,5,-2,4,2,3,-1
CC(C)CCC(C)N=Cc1c(O)n(Cc2ccccc2)c(=O)c2ccccc12 (stereo not given),3,-4,-3,-12,-7,-3,-1,-2,2
COc1ccc(CN(C(=O)COc2ccc(C)c(C)c2)C2CCS(=O)(=O)C2)cc1OC (stereo not given),5,-9,-4,-3,0,3,4,10,4
COc1cccc2c(=O)n(CC(=O)N3CCCCC3)ccc12,3,1,1,-4,1,4,-1,1,3
O=C(COC(=O)/C=C/c1ccc(Cl)cc1Cl)NCC1CCCO1 (stereo not given),26,.,.,.,-5,.,1,10,27*
Cc1cccc(NC(=S)NC(=O)c2ccc(Br)o2)c1C,6,1,0,2,-3,16,9,7,3

# Screening data: PubChem, The Scripps Research Institute Molecular Screening Center
